LYP inhibition: PTPN22 lymphoid phosphatase activity blockers – biochemical, fluorescence intensity, uHTS (AID 1779); recombinant LYP phosphatase, fluorescence intensity; higher % means a stronger effect; hit rate 0.054% among 290,000; inhibition, % at 11.5 µM; hits with a dose series show IC50 in µM; in the data active = inhibition above about 50%;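 also: plate controls were vehicle with enzyme for no effect and no enzyme for full effect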
GPR55 LPI antagonism: GPR55 antagonists blocking LPI-driven arrestin recruitment, primary screen, imaging, U2OS, beta-arrestin-GFP, LPI agonist (AID 2013) | one-dose inhibition, % at 10 µM; IC50 in µM for titrated hits | U2OS GPR55 beta-arrestin-GFP translocation imaging, LPI antagonism; higher % means a stronger effect | hit rate 0.13% among 290,000;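 active = spots per cell inhibited over 60%, with over 100 cells counted and total cytoplasm intensity under 500,000; inconclusive = wells with under 100 cells, flagged as likely toxic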;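 also: U2OS cells stably carrying GPR55 and arrestin-GFP stimulated by 5 µM LPI near EC80; imaged beta-arrestin-GFP aggregate spots per cell after agonist stimulation; plate controls were LPI-stimulated DMSO wells for no effect and DMSO wells without LPI for full effect; some results filed as inactive read as strong as hits; confirmed hits need IC50 under 10 µM and bright autofluorescent wells are also inconclusive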
NTR1 ag: NTR1-driven beta-arrestin-GFP spot formation – imaging, U2OS cells, high content, primary screen (AID 493036); P30989; agonist mode; activation, % at 20 µM; hit rate 0.17% among 330,000;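 active = activation at or above 40% of the spot to cytoplasm intensity ratio, with at least 20 cells analyzed; inconclusive = wells under 20 cells, flagged as cytotoxic or low count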;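 also: 0% = DMSO without peptide and 100% = 100 nM NTR1 peptide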
Target sequence (P30989 whole entry, looked up): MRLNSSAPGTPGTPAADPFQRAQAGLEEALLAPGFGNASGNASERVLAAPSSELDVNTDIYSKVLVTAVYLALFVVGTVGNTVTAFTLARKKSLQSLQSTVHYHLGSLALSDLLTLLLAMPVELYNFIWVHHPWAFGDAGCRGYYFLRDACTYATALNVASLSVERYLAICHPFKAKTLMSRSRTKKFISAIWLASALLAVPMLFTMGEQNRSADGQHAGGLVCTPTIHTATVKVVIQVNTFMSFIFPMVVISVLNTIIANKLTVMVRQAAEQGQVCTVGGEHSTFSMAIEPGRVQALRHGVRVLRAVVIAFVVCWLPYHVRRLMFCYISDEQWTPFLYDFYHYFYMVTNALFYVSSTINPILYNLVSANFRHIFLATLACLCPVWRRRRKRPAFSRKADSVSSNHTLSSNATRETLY
GPR35 arrestin U2OS: GPR35 antagonists blocking zaprinast-driven arrestin recruitment, primary screen, imaging, U2OS, beta-arrestin-GFP, zaprinast agonist (AID 2058); U2OS GPR35 beta-arrestin-GFP translocation imaging, zaprinast antagonism; higher % means a stronger effect; inhibition, % at 10 µM; hits with a dose series show IC50 in µM; hit rate 0.052% among 290,000;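 active = inhibition of at least 50% with at least 30 cells and total cytoplasm GFP at most 10,000,000; inconclusive = under 30 cells or total GFP of 10,000,000 plus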
SV40 large T antigen: TAg ATPase/helicase activity blockers – biochemical (AID 1903). SV40 large T antigen ATPase/helicase inhibition assay; higher % means a stronger effect. hit rate 0.39% among 310,000. one-dose inhibition, % at 20 µM; IC50 in µM for titrated hits; in the data active = a potency from the dose series; inconclusive = inhibition mostly from about 32% at the one dose, without a potency; inactive = the rest, 99 in 100 with inhibition below about 32%; also: strong numbers were not always called active
Rac1 GTP hydrolysis: MgcRacGAP GTPase-activating activity inhibitors, confirmation, biochemical, ADP Hunter fluorescence | MgcRacGAP-stimulated Rac1 GTP hydrolysis, ADP Hunter fluorescence; higher % means a stronger effect; GST-tagged Rac1 F28L mutant substrate | inhibition, % at 30 µM; hits with a dose series show IC50 in µM | hit rate 0.6% among 340,000 | AID 624330;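 active = first-screen hits whose inhibition reached a set limit at any dose in the follow-up dose series; inconclusive = inhibition above the set first-screen limit but never retested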;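 also: fluorescence reports GDP produced by GAP-driven GTP hydrolysis; strong numbers were not always called active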
Hep lipid drop: modulators of hepatic lipid droplet formation; inhibition, % at 6.5 µM; hit rate 0.4% among 240,000; AML12 mouse hepatocytes, oleate lipid droplets, BODIPY imaging;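 active = lipid droplet intensity inhibited by at least 50%, with more than 500 cells counted; inconclusive = wells with under 300 cells, treated as cytotoxic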
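Assay system: AML12 hepatocytes (mouse) / Also added: 100 µM oleic acid challenge / Times: overnight treatment with compound plus oleate / Detection: high-content imaging of BODIPY-stained droplets and DAPI nuclei / Evaluation: % inhibition of lipid droplet signal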
T cell modulator: T cell immune modulation candidate | 2C CD8+ T cell-vesicle binding, flow cytometry; hits give low values | calls only at 7 µM | hit rate 0.068% among 330,000 | AID 2052;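 active = response, share of CD8 T cells binding vesicles, and their 90th percentile fluorescence all below set limits, cut at about 80% in these data, passing the limit was not always enough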
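Also added: QL9-peptide-loaded Drosophila micro-vesicles bearing Ld, ICAM-1 and B7-1; Test system: purified 2C TCR transgenic mouse naive CD8+ T cells; Measured by: cytometric PE anti-B7-1 and Alexa647 anti-CD8 signals after 1% paraformaldehyde fixation; Timing: binding step 1.5 h, 37 °C, antibody labelling 20 min, ice.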
GPR55 activation: GPR55 agonists via beta-arrestin recruitment, primary screen, imaging, U2OS cells, beta-arrestin-GFP redistribution (AID 1961); U2OS GPR55 beta-arrestin-GFP redistribution imaging; higher % means a stronger effect; one-dose activation, % at 10 µM; EC50 in µM for titrated hits; hit rate 0.048% among 290,000;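 active = activation above 40% with more than 50 cells counted in the well; inconclusive = wells holding fewer than 50 cells, flagged as toxic or sparse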;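 also: U2OS osteosarcoma cells stably expressing GPR55 and beta-arrestin-GFP; plate controls were DMSO negative control for no effect and LPI positive control for full effect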
Hep lipid drop cells 6.5 µM: further read-out of Hep lipid drop, marked with its call; cell count; measured here: cell count, cytotoxicity flag;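 cells counted across two imaged fields per well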
T cell modulator vesicle-bound %: second read-out of T cell modulator, no call of its own (marks repeat the call); double positive events, %; measured here: CD8+ vesicle-bound cell fraction;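 binding gate set so that unloaded-vesicle control wells show 10% double positive cells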
NTR1 ag cell count 20 µM: also measured in NTR1 ag; calls as there; cell count; measured here: cell count, cytotoxicity flag
* hit, by the source's call; i = inactive; ? = inconclusive; . = no result given.

SMILES | LYP inhibition | GPR55 LPI antagonism | NTR1 ag | NTR1 ag cell count 20 µM | GPR35 arrestin U2OS | SV40 large T antigen | Rac1 GTP hydrolysis | Hep lipid drop | Hep lipid drop cells 6.5 µM | T cell modulator | T cell modulator vesicle-bound % | GPR55 activation
CC(C)=C(NC(=O)c1ccccc1)C(=O)Nc1cccc(C)c1 | -2% | 10% | 0.7 | 65 | 16% | 10% | 2% | -3 | 819 | i | 60 | -0.1%
O=C(O)CSc1c2c(nc3cc(C(=O)N4CCOCC4)ccc13)CCCC2 | -8% | 3% | -2.5 | 55 | -2% | ? | 9% | . | . | i | 56 | -0.1%
COc1ccc(NC(=O)COC(=O)c2cccc(S(=O)(=O)N(C)C)c2)cc1 | -7% | 8% | . | . | -12% | 6% | -3% | 9 | 680 | . | . | 0.1%
COc1ccc(-c2nn(-c3ccccc3)cc2C(=O)NC(=S)Nc2cc(Cl)ccc2Cl)cc1 | 6% | 3% | 1.0 | 56 | -11% | 3% | 3% | -12 | 633 | i | 56 | 0.0%
CCOC(=O)c1sc(N(Cc2ccccc2)C(=O)CN2C(=O)CN(C)C2=O)nc1C | 0% | -5% | 1.8 | 49 | 4% | -1% | 6% | . | . | i | 49 | 0.0%
Cc1ccc(NC(=O)C(C)C(=O)Nc2ccc(C)cc2)cc1 | -7% | 6% | -0.5 | 51 | -16% | 4% | . | -2 | 738 | i | 46 | 0.1%
COc1cccc(NC(=S)N2CCN(S(=O)(=O)c3ccccc3)CC2)c1 | -4% | 12% | 0.3 | 63 | -11% | 13% | 3% | -5 | 642 | i | 24 | -0.1%
CC(C)Cn1c(Br)nc2c1c(=O)n(CCC#N)c(=O)n2C | -6% | 10% | 1.4 | 58 | 19% | 14% | 12% | . | . | i | 1 | -0.2%
COc1cc(N=Cc2c(O)[nH]c3ccccc23)cc(OC)c1OC | 0% | -28% | -1.3 | 45 | -8% | -2% | 13% | -47 | 653 | i | 44 | -0.1%
COc1ccc(OC)c(C(=O)N(C)C2CCCN(Cc3ccccc3F)C2)c1 (stereo not given) | 2% | 3% | 0.5 | 47 | 10% | 28% | 3% | -8 | 812 | i | 59 | -0.1%
CCCCN1C2=C(C(=O)CCC2)C(c2ccc(Cl)c(Cl)c2)C2=C1c1ccccc1C2=O (stereo not given) | -5% | 16% | 1.4 | 84 | 11% | 7% | 10% | . | . | i | 63 | -2.1%
COc1cc2c(cc1OC)CN(C(=O)Nc1ccccc1)CC2 | -10% | -3% | -0.3 | 59 | 1% | 11% | 2% | 19 | 798 | i | 43 | -0.3%
CC(C)N=C(Nc1cccnc1)c1ccccc1 | -7% | 14% | -1.5 | 98 | 4% | 25% | 6% | . | . | i | 36 | -0.1%
CCn1cc(CN2CCCC(C(=O)Nc3cccc(-c4cc5ccccc5[nH]4)c3)C2)c(C)n1 (stereo not given) | -9% | 3% | 3.9 | 71 | 9% | 11% | 8% | 2 | 810 | i | 5 | 0.2%
CC1CN(S(=O)(=O)c2cccc(C(=O)OCC(=O)Nc3ccc4c(c3)OCO4)c2)CC(C)O1 (stereo not given) | 4% | 9% | -0.6 | 60 | 4% | 6% | 3% | . | . | i | 37 | 0.7%
COc1ccccc1NC(=O)CN1CCN(CC(=O)Nc2cc(C)ccc2OC)CC1 | -9% | 13% | 1.9 | 98 | -2% | . | . | 0 | 805 | . | . | -0.1%
COc1ccc(-c2cn3cccnc3n2)cc1F | -33% | 14% | -1.6 | 51 | . | 13% | 9% | 6 | 674 | i | 29 | 0.2%
COc1ccc(C2(CN(C(C)=O)C(C)=O)CCCC2)cc1OC | -6% | 8% | -0.6 | 38 | 4% | 2% | 13% | . | . | i | 51 | -0.1%
Cn1cccc1/C=N/NC(=O)c1ccco1 | 4% | 0% | 1.7 | 37 | 1% | 9% | -23% | 1 | 648 | i | 7 | -0.4%
O=C(Nc1ccc(Br)cc1)C1C2C=CC3(O2)C1C(=O)N(CCN1CCOCC1)C3C(=O)NC1CCCCC1 (stereo not given) | -6% | 7% | -1.3 | 27 | -3% | 13% | 7% | 14 | 703 | i | 45 | 0.6%
CC1CC(C)(C)NC(=S)N1CCC(=O)NCc1ccc(F)cc1 (stereo not given) | -10% | -2% | -1.2 | 61 | -6% | 7% | -3% | 2 | 672 | i | 43 | 0.0%
O=C(OCn1ncc(Cl)c(Cl)c1=O)c1ccc(C(F)(F)F)cc1 | 2% | -1% | -1.7 | 72 | 3% | 1% | 3% | . | . | . | . | 0.0%
CCCCn1c(N)c(N(CC(C)C)C(=O)c2ccc(S(=O)(=O)N3CCCCC3)cc2)c(=O)[nH]c1=O | . | . | 1.0 | 50 | . | 10% | 3% | . | . | i | 14 | .
COc1ccc(NC(=O)Cn2ncn3nc(-c4ccc(OC)cc4)cc3c2=O)cc1 | -14% | 11% | 5.7 | 63 | 14% | 5% | 10% | -8 | 648 | i | 13 | 0.0%
Cc1ccc(NC(=O)c2cccs2)cc1NC(=O)c1ccccc1Cl | -6% | 3% | 3.5 | 81 | 14% | 5% | 6% | -6 | 400 | i | 18 | -0.1%
COc1cc(C)c(Cl)cc1S(=O)(=O)N(C)C | -2% | -7% | -1.0 | 53 | -6% | 3% | 11% | -2 | 743 | i | 20 | -0.1%
CC(C)(C)c1ccc(C(=O)N/C(=C\c2cccs2)C(=O)N2CCOCC2)cc1 | -4% | 4% | -1.1 | 55 | 13% | 6% | 0% | -12 | 781 | i | 7 | 0.1%
CCC(CC)C(=O)NCc1ccc(OC)cc1 | -2% | 8% | 4.8 | 51 | -12% | -2% | 0% | -10 | 702 | i | 47 | -0.8%
C=CCC1(NCc2ccco2)CCN(CC)CC1 | -12% | -16% | 0.2 | 74 | 2% | 28% | 25% | 3 | 732 | i | 28 | -0.4%
O=C1CSC(c2ccccc2O)N1Cc1ccccc1 (stereo not given) | -5% | 5% | 1.9 | 83 | 0% | 19% | -1% | -5 | 776 | i | 50 | -0.1%
Cc1sc(N2CCN(S(=O)(=O)c3ccc4c(c3)NC(=O)CO4)CC2)nc1-c1ccccc1 | 7% | 9% | 21 | 54 | -5% | 14% | 12% | -12 | 676 | i | 60 | 0.0%
COc1ccc(C(=O)/C=C2/Sc3cc4c(cc3N2C)OCO4)cc1 | -6% | 6% | 2.6 | 41 | 6% | 6% | 3% | -6 | 626 | i | 45 | -0.3%
CCOC(=O)Cn1nnc(-c2cc(OC)c(OC)c(OC)c2)n1 | -2% | -5% | 1.4 | 88 | -15% | 2% | 2% | 1 | 694 | i | 23 | 0.0%
CCCCN1CCNC[C@@H]1Cc1ccccc1 | . | . | -3.1 | 102 | . | 18% | 4% | . | . | i | 12 | .
CN(Cc1nc2ccccc2n1C)S(=O)(=O)c1ccc(F)cc1 | -1% | 16% | -0.2 | 40 | -2% | 3% | 9% | 4 | 648 | i | 42 | -0.2%
COc1ccc(Nc2nc(C)cc(=O)[nH]2)c(OC)c1 | -1% | -1% | 0.5 | 40 | 9% | 15% | 4% | -10 | 732 | i | 4 | 0.0%
CCCCN(CC)C(=O)Cn1ncc2c3ccccc3n(CCC)c2c1=O | -5% | -2% | 1.0 | 84 | 0% | 2% | 4% | 32 | 822 | i | 33 | 0.4%
COc1ccc(CCNC(=O)CSCc2ccc([N+](=O)[O-])cc2)cc1OC | -5% | -2% | 1.3 | 54 | 10% | 9% | 5% | -3 | 683 | i | 54 | -0.5%
C=CCn1c(Cc2cccs2)nnc1SCC(=O)c1cccc(Br)c1 | -3% | 4% | -0.9 | 73 | 9% | 3% | 6% | . | . | i | 15 | -0.2%
CC(=O)Cc1cc2cc([N+](=O)[O-])ccc2oc1=O | 1% | 6% | 1.1 | 54 | 2% | 7% | . | 16 | 719 | i | 36 | -0.1%
CC(C)CC(=O)N1CCN(C(=O)CCC2CCCC2)CC1 | -11% | 1% | -0.9 | 41 | -1% | 5% | 10% | . | . | i | 39 | 0.1%
CCC(C)C(NC(=O)OC(C)(C)C)C(=O)NC(Cc1ccccc1)C(=O)OC (stereo not given) | -8% | 8% | -0.7 | 42 | 0% | 0% | 5% | . | . | i | 56 | 0.3%
COc1cc(/C=N/NS(=O)(=O)c2ccc(C)c([N+](=O)[O-])c2)ccc1O | 0% | -5% | -0.7 | 70 | 4% | 7.3µM* | 41µM* | 1 | 710 | i | 36 | -0.2%
COc1ccc(Cl)cc1N1C(=O)CC(Sc2ccccc2N)C1=O (stereo not given) | -7% | 4% | 1.8 | 61 | -9% | 16% | -2% | -7 | 737 | i | 48 | 0.3%
CCC(/C=N/NC(=O)C(=O)N/N=C/C(CC)CC)CC | -8% | 14% | -1.5 | 95 | -7% | 25% | 5% | 8 | 654 | i | 50 | 0.0%
CCCOc1ccccc1/C=C(\C#N)C(=O)Nc1cccnc1 | 2% | -1% | 1.2 | 52 | -7% | 15% | -2% | 17 | 752 | i | 38 | 0.2%
CC(C)NC(=O)c1onc(CSc2cccc3ccccc23)c1C(=O)O | -7% | -2% | 3.1 | 73 | 0% | 15% | 8% | . | . | i | 40 | 0.2%
Cc1nc2c(N=Nc3ccccc3F)c(N)nn2c(N)c1C#N | 0% | 11% | 5.7 | 47 | -6% | -1% | 5% | 30 | 711 | i | 23 | 0.3%
COCCN(C(=O)COC(=O)/C(=C/c1ccccc1)NC(C)=O)c1c(N)n(Cc2ccccc2)c(=O)[nH]c1=O | -3% | 2% | 2.5 | 66 | -1% | 11% | 5% | 4 | 672 | i | 12 | 0.2%
Cc1ccccc1C(=O)N1CCN(c2ccc(NC(=O)c3ccc4c(c3)OCO4)cc2)CC1 | 1% | 6% | 2.0 | 66 | 13% | 24% | 8% | 16 | 710 | i | 25 | -0.1%

High-throughput results: PubChem BioAssay, several laboratories
